Screening results (PubChem BioAssay)
MmCpn inh: inhibitors of Methanococcus maripaludis chaperonin (MmCpn); purified Mm-Cpn ATPase, ADP Transcreener TR-FRET; Potency, µM (top dose mostly 76.9 µM), inactives show top-dose activity, negative = inhibition, most hits filed as inhibitors; hit rate 0.031% among 330,000; note: potency is the fitted concentration of half-maximal effect; % is set by controls: 0 for no effect and ±100 for the full control effect; nearly all actives have a fitted effect of over 80% in size
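TR-FRET (320 nm excitation; 590 and 665 nm emission) reports ADP made from 10 uM ATP by 25 nM enzyme; compounds were preincubated 10 min, reaction run 30 min, both at 37°C.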
TGFb inhibitor: TGF-b pathway inhibition; Potency, µM (doses to about 46.1 µM), without a hit: at the highest dose activity, negative = inhibition, usual class: inhibitors; HepG2 CAGA-GFP TGF-b/SMAD3 reporter, GFP fluorescence, 18 h; TGF-beta stimulated, 500 pg/mL final; hit rate 1.2% among 410,000; note: potency is the fitted concentration of half-maximal effect; % is set by controls: 0 for no effect and ±100 for the full control effect; nearly all actives have a fitted effect of over 65% in size
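Read-out: total well GFP (ex488/em500-530) summed from mean per-cell fluorescence. Cells: HEPG2 CAGA-GFP, 1% FBS DMEM, 18 h at 37 degrees C with 500 pg/mL final TGF-beta. Unstimulated wells served as the full-inhibition control; stimulated DMSO wells = 0%.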
Nrf2 ARE act: activators of Nrf2 (ARE) signaling | AID 624171 | hit rate 0.31% among 410,000 | AREc32 ARE-luciferase reporter (MCF7-derived line), luminescence, 24 h | Potency, µM (doses to about 46.1 µM), without a hit: top-dose activation, usual class: activators; note: potency is the fitted concentration of half-maximal effect; % of control where 0% means no effect; nearly all actives have a fitted effect of over 65% in size
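AREc32 cells carrying an ARE-driven firefly luciferase, 1000 cells/well in OPTI-MEM with 5% FBS, dosed after overnight attachment and incubated 24 hr at 37 deg C. Steady-Glo luminescence read after 30 min at RT.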
Akt phos inh: inhibitors of Akt phosphorylation. Neuro2A IGF-stimulated pAkt S473 HTRF, 20 min; active compounds read low. AID 651550. hit rate 0.32% among 360,000. activity change, % for hits at 50 µM; in the data active = activity change below about -80%; inconclusive = mostly about -51% to -80%; note: % is set by controls: 0 for no effect and ±100 for the full control effect
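Single-point screen (50 µM final compound) in Neuro2A cells stimulated 20 min with 6 nM IGF at 37 deg C. After lysis, Ser473-phosphorylated Akt read by HTRF (ex 330 nm, em 615/665 nm) as the 665/615 ratio.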
EPAC2 agonist: agonists of human EPAC2 (RAPGEF4); Potency, µM (highest dose often 154 µM), for the others: top-dose activation, actives largely listed as activators; EPAC2 activation, biochemical qHTS; response scale: 100% = 6.5 mM cAMP response; hit rate 0.079% among 360,000; Q8WZA2; note: potency is the fitted concentration of half-maximal effect; nearly all actives have a fitted effect of over 50% in size
Target sequence (Q8WZA2 whole entry, looked up): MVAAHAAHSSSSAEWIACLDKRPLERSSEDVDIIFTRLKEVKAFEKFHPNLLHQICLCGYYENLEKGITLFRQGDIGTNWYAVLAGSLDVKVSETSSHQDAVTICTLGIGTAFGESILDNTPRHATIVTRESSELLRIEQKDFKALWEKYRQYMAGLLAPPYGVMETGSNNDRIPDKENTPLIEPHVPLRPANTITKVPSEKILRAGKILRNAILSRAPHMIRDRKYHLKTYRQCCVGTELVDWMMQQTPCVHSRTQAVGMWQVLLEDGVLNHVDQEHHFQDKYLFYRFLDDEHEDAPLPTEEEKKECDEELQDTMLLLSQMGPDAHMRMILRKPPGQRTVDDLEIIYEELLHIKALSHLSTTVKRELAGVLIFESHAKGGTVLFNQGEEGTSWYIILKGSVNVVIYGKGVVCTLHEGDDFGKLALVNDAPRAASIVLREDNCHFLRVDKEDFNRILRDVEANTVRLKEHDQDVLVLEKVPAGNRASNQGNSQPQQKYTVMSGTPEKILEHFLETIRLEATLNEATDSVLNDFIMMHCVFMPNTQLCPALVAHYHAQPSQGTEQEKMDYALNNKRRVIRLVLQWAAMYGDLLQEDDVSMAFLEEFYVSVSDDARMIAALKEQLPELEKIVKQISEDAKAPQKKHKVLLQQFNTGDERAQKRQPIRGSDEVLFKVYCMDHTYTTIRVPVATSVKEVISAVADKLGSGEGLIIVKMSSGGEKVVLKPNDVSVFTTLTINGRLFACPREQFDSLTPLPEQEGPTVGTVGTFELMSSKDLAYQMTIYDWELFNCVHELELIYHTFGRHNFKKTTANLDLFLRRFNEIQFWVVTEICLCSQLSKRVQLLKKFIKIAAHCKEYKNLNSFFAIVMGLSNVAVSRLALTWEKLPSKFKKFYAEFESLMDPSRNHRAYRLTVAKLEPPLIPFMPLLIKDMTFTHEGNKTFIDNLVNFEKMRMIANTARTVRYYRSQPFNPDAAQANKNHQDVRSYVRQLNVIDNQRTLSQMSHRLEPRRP
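Fluorescence exchange assay: 100 nM EPAC2 with 250 nM RAP1B-BODIPY-GDP and 50 uM GDP; compounds tested as a concentration-titration series (qHTS). Loss of Rap1-bound BODIPY-GDP fluorescence read at 480/540 nm; data normalized to 6.5 mM cAMP.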
A549 viability: kills or reduces viability of A549 cells in Nrf2 counter-screen; A549 ARE-Fluc cells, CellTiter-Fluor viability, 18-24 h; Potency, µM (series often up to 46 µM), for the others: at the highest dose activity change, negative = cytotoxicity, hits mostly inhibitors; hit rate 0.16% among 390,000; note: potency is the fitted concentration of half-maximal effect; % is set by controls: 0 for no effect and ±100 for the full control effect
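A549 ARE-Fluc cells in 5% FBS OPTI-MEM, 5000 cells/well, rested 2 h then exposed to compounds in concentration-response for 18-24 h at 37 °C. Viability by CellTiter-Fluor fluorescence (Ex 405/Em 525) after 30 min; luciferase luminescence (BugLite, 15 min, RT) read afterwards.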
CCT chaperon mod: modulators of cytosolic chaperonin (CCT/TRiC) activity | purified chaperonin ATPase assay, HTRF ADP detection, 30 min | activity change, % (test concentration not listed), hits read low | hit rate 0.3% among 360,000 | AID 651819; in the data active = activity change below about -30%; note: % is set by controls: 0 for no effect and ±100 for the full control effect
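TRiC at 40 or 20 nM final (batch-dependent) in 30 mM Tris pH 7.4, 100 mM KCl, 5 mM MgCl2, 1 mM DTT, with compound at single 76 uM and 10 uM ATP, 30 min at 37 deg C. ADP detected by HTRF Transcreener, 665/615 ratio.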
Nrf2 block: Nrf2 pathway inhibition. A549 ARE-Fluc reporter, luciferase luminescence, 18-24 h. Potency, µM (top dose mostly 46 µM), for inactives: at the top dose activity change, negative = inhibition, hits mostly inhibitors. hit rate 2.1% among 360,000; note: potency is the fitted concentration of half-maximal effect; % is set by controls: 0 for no effect and ±100 for the full control effect; nearly all actives have a fitted effect of over 60% in size
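In this cell-based qHTS, ARE-driven firefly luciferase in A549 cells reports Nrf2 activity; the luminescent signal after BugLite lysis is the measured value, with a prior CellTiter-Fluor read for cell health.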
EPAC2 antagonist: EPAC2 (human) antagonism; Potency, µM (doses to about 114 µM), for inactives: top-dose activity, negative = inhibition, usual class: inhibitors; EPAC2 GEF exchange of Rap1B-BODIPY-GDP, fluorescence; Q8WZA2; hit rate 0.18% among 360,000; note: potency is the fitted concentration of half-maximal effect; % is set by controls: 0 for no effect and ±100 for the full control effect; nearly all actives have a fitted effect of over 45% in size; many of its hits are not listed in these tables
Active calls of the source: *; i = inactive; ? = inconclusive; / = not tested or not shown; & = joins results of further samples; [ ] = another dose, or the depositor's remark. Unless noted, calls come from the whole dose curve; as a rule, active = well fitted curve in the direction sought with a large enough effect; inconclusive = small, poorly fitted or top-dose-only effect, or another doubt; inactive = no such curve, though single readings can be large; an effect the other way counts as inactive or inconclusive.

SMILES	MmCpn inh	TGFb inhibitor	Nrf2 ARE act	Akt phos inh	EPAC2 agonist	A549 viability	CCT chaperon mod	Nrf2 block	EPAC2 antagonist
Cc1ccc(NC(=S)N2CCN(c3ccccn3)CC2)c(C)c1	1%	7%	-0.9%	i	8%	7%	-1.2	7%	4%
Cc1cccc(OCCn2nnc3sc4c(c3c2=O)CCCC4)c1	/	2%	4.7%	/	/	0%	/	19%	/
O=[N+]([O-])c1ccc(Sc2nccn2Cc2ccccc2)cc1	0%	-7%	-0.7%	i	3%	-4%	0.9	-20%	7%
Cc1cccc(NC(=O)N2CCCCCC2)c1	0%	13%	-0.8%	i	0%	-6%	-0.1	?	2%
COc1ccc(OC)c(CC(NC(C)=O)C(=O)NC2CCN(S(=O)(=O)c3ccc(NC(C)=O)cc3)CC2)c1 (configuration not stated)	1%	19%	-0.5%	i	5%	1%	-1.1	6%	-2%
CCOc1ccc(CCN2C(=S)N([C@@H](Cc3ccc(O)cc3)CN3CCC[C@@H]3CN3C(=S)NC[C@@H]3Cc3ccccc3)C[C@@H]2CC(C)C)cc1	/	-9%	4.4%	i	6%	/	-9.1	/	12%
Cc1ccc(-c2nc3cc(N)ccc3o2)cc1Br	-3%	-11%	0.2%	i	0%	6%	-1.0	?	4%
Cc1ccc([C@H]2C(C(=O)O)=CC[C@@H](c3cccc(Cl)c3)N2S(=O)(=O)c2ccc(C)cc2)cc1	/	0%	-0.7%	i	2%	-5%	-3.3	2%	?
Cc1cc(C=O)c(C)n1-c1ccc(Cl)c(C(=O)O)c1	2%	-3%	0.1%	i	7%	0%	-1.0	-7%	14%
CC(C)CC(=O)NC(=S)Nc1ccc(NC(=O)c2ccco2)cc1	0%	7%	-0.1%[9.22 µM]	i	-10%	15%	-1.2	-2%	-9%
Cc1ccc(NCC(=O)N/N=C\c2ccc[nH]2)cc1	-1%	24%	0.6%	i	4%	-11%	0.2	?	3%
CCOC(=O)C1=C(C)NC(C)=C(C(=O)OCC)C1C	-1%&2%	-20%	0.6%	i	?	14%	-0.9	-7%	-20%
CCc1nnc(SCc2cn3c(C)cc(C)nc3n2)n1N	1%	-14%	-1.0%	i	1%	-4%	-0.5	0%	-1%
COc1ccc(N(C(C)C(=O)NN=C2CCCCCCC2)S(C)(=O)=O)cc1 (configuration not stated)	0%	-8%	-0.6%	i	6%	1%	-1.1	3%	0%
COC(=O)c1cc(-c2c(-c3cc(OC)c(OC)c(OC)c3)noc2C)cc([N+](=O)[O-])c1	0%	?	0.1%	i	19%	6%	-0.6	1%	-20%
Cc1nnsc1C(=O)Nc1ccc(S(=O)(=O)N2CCCCC2C)cc1 (configuration not stated)	-1%	?	0.1%	i	-1%	-5%	-1.3	?	-20%
O=C(CCc1ccccc1)NC(=S)Nc1cc(C(F)(F)F)ccc1N1CCOCC1	0%	?	4.4%	i	11%	-19%	-3.1	?	-10%
Cc1nnc(NC(=O)c2ccc3ccccc3c2)s1	-4%	1%	1.1%	i	2%	-1%	-1.7	25%	0%
Cc1nc(N2CCN(S(=O)(=O)c3ccccc3C#N)CC2)c2c(-c3cccs3)csc2n1	-2%	?	0.5%	i	11%	0%	-1.1	-1%	-2%
CC(=O)Nc1ccccc1-c1nc2ccc(C(=O)N3CCN(c4ccccc4)CC3)cc2[nH]c1=O	1%	-10%	0.0%	i	3%	-14%	-5.8	0%	8%
COc1ccc(NC(=O)CSc2nnc(NC(=O)c3ccc(S(=O)(=O)N4CCOCC4)cc3)s2)cc1	3%	2%	0.7%	i	-12%	-8%	-2.1	-21%	-5%
Cc1nc2ccccc2n1C(C)c1ccccc1 (configuration not stated)	1%	1%	-0.9%	i	13%	0%	-2.6	-9%	-13%
O=C(COC(=O)c1ccc2c(c1)C(=O)N(Cc1ccncc1)C2=O)Nc1ccccc1[N+](=O)[O-]	1%	-7%	8.4%	i	10%	4%	-3.9	23%	-2%
CC(C)(C)NC(=O)C(c1ccncc1)N(C(=O)CNC(=O)c1ccco1)c1ccc2c(c1)OCO2 (configuration not stated)	0%	14%	-0.2%	-97%*	0%	-3%	0.3	5%	2%
O=C(Nc1cccc(C(=O)N2CCN(c3ccccc3)CC2)c1)c1ccco1	-2%	1%	0.5%	i	10%	9%	-2.9	4%	0%
Cc1cc(C(=O)Cn2nc(C(=O)O)c3ccccc3c2=O)c(C)n1-c1ccc(OC(F)F)cc1	-7%	-27%	3.8%	i	-8%	0%	-0.8	?	-7%
CCCc1cc(=O)n2[nH]c(NCc3ccc(Cl)cc3Cl)nc2n1	1%	-4%	-0.3%	i	1%	2%	0.7	8%	3%
Cc1ccccc1OCC(=O)Nc1ccc(C(N)=O)cc1	-1%	-11%	0.1%	i	7%	0%	-1.2	-26%	8%
CCCC1CCC(C(=O)Nn2cnc3ccccc3c2=O)CC1 (configuration not stated)	-2%	-4%	-0.7%	i	-2%	-5%	-3.3	-28%	-3%
CC(=O)Nc1cc(-c2ccc(Cl)cc2)[nH]n1	1%	?	28%	i	13%	-1%	-1.0	12%	1%
Cc1cc2nc3n(c2cc1C)CC1CC(C(=O)NCC2CC2)N(C)C31 (configuration not stated)	2%	-4%	-0.8%	i	-1%	-4%	-0.2	0%	3%
CCNC(=O)C1CCCN(C(=O)c2ccc(OC)cc2)CC1 (configuration not stated)	/	-4%	-0.5%	i	13%	/	-8.9	/	19%
CCCOC(=O)c1ccc(NC(=O)c2nc3nc(C)cc(C)n3n2)cc1	2%	-9%	0.5%	i	1%	2%	-3.9	-2%	4%
Cc1cc(Nc2cc(Cl)ccc2C)n2nc(-c3ccccc3)nc2n1	/	9%	-0.2%	/	/	2%	/	3%	/
CC1=NC2(CCCc3c2no[n+]3[O-])N(O)C1(C)C (configuration not stated)	-1%	15%	-0.8%	i	-2%	-5%	-1.7	5%	-1%
O=C(NCc1ccc(F)cc1)C1CCCN(c2ncnc3onc(-c4ccc(F)cc4)c23)C1 (configuration not stated)	/	-15%	3.8%	/	/	4%	/	3%	/
CCN(CC)S(=O)(=O)c1ccc2[nH]c(=O)cc(C(=O)Nc3ccccc3N3CCOCC3)c2c1	1%	-3%	0.2%	i	-9%	-2%	0.3	3%	-4%
COc1ccc(C2c3ccsc3CCN2C(=O)C(C)(C)C)cc1 (configuration not stated)	1%	-6%	-1.2%	i	15%	-2%	-0.2	?	?
Cc1ccc(NC(=O)COc2ccccc2[N+](=O)[O-])nc1	3%	6%	?	i	8%	-5%	-0.3	?	3%
COc1ccccc1NC(=O)Cn1c(C)cc(=O)c2cccc(OC)c21	-4%	?	-0.6%	i	12%	-15%	2.1	12µM*	-1%
Cc1ccccc1-c1cc2c(c3c1ccn3C)C1CCC2C1 (configuration not stated)	/	-7%	-1.0%	i	2%	/	0.0	/	-14%
Cn1c(NC(=S)Nc2ccccc2)nc2ccccc21	-10%	0%	11%	i	5%	2%	-4.5	?	-1%
CC(C)(C)C1CCC(=NNc2ncc(C(F)(F)F)cc2Cl)CC1 (configuration not stated)	1%	?	-0.1%	i	-2%	-4%	2.4	9%	1%
Cc1ccc(CN2CCN(/N=C/c3ccc(N(C)C)cc3)CC2)cc1	-1%	26%	0.3%	i	-8%	4%	-0.7	20%	6%
O=C(COC(=O)/C=C/c1ccc(OC(F)F)cc1)NCCN1C(=O)CSC1=O	?	?	2.3%	i	5%	3%	-3.2	12%	3%
Cc1ccn(CC(=O)N/N=C/c2cc([N+](=O)[O-])ccc2O)n1	-1%	18%	-0.1%	i	-3%	-17%	-20	?	-13%
COC(=O)C1CCN(C(=O)COc2ccc(Cl)cc2)CC1	1%	0%	-0.9%	i	-6%	3%	-0.7	7%	9%
Cc1ccc(NC(=O)COC(=O)C2CCC2)cc1S(=O)(=O)N1CCCCC1	0%	-2%	-0.1%	i	-2%	1%	-1.3	-11%	-5%
COC(=O)[C@H](Cc1ccccc1)NC(=O)c1cc(COc2c(F)cccc2F)on1	1%	-15%	2.9%	i	13%	10%	-2.4	?	-16%
Cc1ccccc1NC(=O)C1CC(=O)N(c2ccccc2F)C1 (configuration not stated)	3%	-9%	0.0%	i	15%	-1%	1.7	/	12%
Cc1ccccc1NC(=O)c1cccc2c(=O)c3c([nH]c12)CCCC3	/	-1%	-1.8%	/	/	-1%	/	?	/
Cc1ccc(C)c(CN2C(=O)C(C)Oc3ccc(C)cc32)c1 (configuration not stated)	1%	?	-0.4%	i	-4%	11%	-4.5	3%	-6%
C=CCN1C(=O)CSc2ccc(C(=O)NCc3ccc(F)cc3)cc21	0%	-3%	-0.2%	i	2%	9%	1.7	-9%	-18%
CCOC(=O)CC(NC(=O)Cn1nnc(-c2ccccc2F)n1)c1ccccc1Cl (configuration not stated)	0%	7%&-2%	-0.1%&0.6%	i	-13%	-5%&-8%	0.9	?	4%[57.1 µM]

An excerpt from above in order of molar mass, highest first:
SMILES	MmCpn inh	TGFb inhibitor	Nrf2 ARE act	Akt phos inh	EPAC2 agonist	A549 viability	CCT chaperon mod	Nrf2 block	EPAC2 antagonist
CCOC(=O)CC(NC(=O)Cn1nnc(-c2ccccc2F)n1)c1ccccc1Cl (configuration not stated)	0%	7%&-2%	-0.1%&0.6%	i	-13%	-5%&-8%	0.9	?	4%[57.1 µM]
Cc1ccc(NC(=O)COC(=O)C2CCC2)cc1S(=O)(=O)N1CCCCC1	0%	-2%	-0.1%	i	-2%	1%	-1.3	-11%	-5%
Cc1ccn(CC(=O)N/N=C/c2cc([N+](=O)[O-])ccc2O)n1	-1%	18%	-0.1%	i	-3%	-17%	-20	?	-13%

This is a subset. The share of hits here may be higher or lower than overall.
